BioA inh: blocks M. tuberculosis BioA enzyme activity. purified M. tuberculosis BioA enzyme, plate reader. inhibition, % at 9.99 µM. 0.096% of 360,000 active; in the data active = inhibition above about 40%
MazF activator: activators of E. coli MazEF toxin-antitoxin RNase; activation, % at 20 µM; 0.32% of 350,000 active; AID 504720; FAM/BHQ RNA-DNA oligo cleavage fluorescence, 5 h; in the data active = activation above about 50%
Target sequence (P0AE70 whole entry, looked up): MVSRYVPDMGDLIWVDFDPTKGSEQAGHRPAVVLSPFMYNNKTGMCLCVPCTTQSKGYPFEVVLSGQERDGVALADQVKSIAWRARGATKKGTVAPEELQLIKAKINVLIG
UGM FP inh: inhibitors of M. tuberculosis UDP-galactopyranose mutase; 0.06% of 320,000 active; AID 504406; purified UGM, fluorescence polarization probe displacement; P9WIQ1; inhibition, % at 10 µM; in the data active = inhibition above about 10%, passing the limit was not always enough
Target sequence (P9WIQ1 whole entry, looked up): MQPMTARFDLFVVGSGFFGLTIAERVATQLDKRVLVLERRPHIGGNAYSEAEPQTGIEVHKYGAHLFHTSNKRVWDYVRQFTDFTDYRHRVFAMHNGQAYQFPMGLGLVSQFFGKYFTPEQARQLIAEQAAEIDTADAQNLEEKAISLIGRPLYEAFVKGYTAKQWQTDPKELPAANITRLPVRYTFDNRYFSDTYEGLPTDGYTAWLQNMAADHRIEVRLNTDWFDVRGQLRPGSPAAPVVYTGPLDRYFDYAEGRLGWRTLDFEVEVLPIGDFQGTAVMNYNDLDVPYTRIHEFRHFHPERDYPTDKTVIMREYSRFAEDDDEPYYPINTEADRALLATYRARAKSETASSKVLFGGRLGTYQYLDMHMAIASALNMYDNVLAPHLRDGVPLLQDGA
PrPC TRFRET: reduces human prion protein on the cell surface; P04156; cell surface PrPC, TR-FRET read-out; inhibition, % at 13.8 µM; 0.43% of 370,000 active; AID 720596; in the data active = inhibition above about 24%; also: 0% = median of the test wells and 100% = reference compound wells
BoNT F protease: BoNT F light chain protease inhibition | Multiplex microsphere protease cleavage assay, flow cytometry | 0.22% of 360,000 active | inhibition, % at 10 µM | AID 588497; in the data active = inhibition above about 35%, passing the limit was not always enough; also: plate controls were buffer without enzyme for full effect and enzyme alone for no effect
Rv3671c inh: Rv3671c (M. tuberculosis) protease inhibition | 0.048% of 320,000 active | inhibition, % at 5.96 µM | AID 2606; in the data active = inhibition above about 38%;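 also: extracellular domain of Rv3671c used as enzyme; 0% = enzyme with DMSO and 100% = no enzyme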
FadD28 binding: blocks FadD28 binding to the bisubstrate probe; fluorescence polarization; inhibition, % at 12.5 µM; 0.22% of 360,000 active; AID 588549; in the data active = inhibition above about 8.5%, passing the limit was not always enough
Mtb FBA inh: inhibitors of M. tuberculosis fructose-bisphosphate aldolase | inhibition, % at 1 µM | 2.3% of 360,000 active | purified M. tuberculosis FBA, fluorescence read-out | P9WQA3; in the data active = inhibition above about 27%;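 also: 0% = vehicle and 100% = reference inhibitor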
Target sequence (P9WQA3 whole entry, looked up): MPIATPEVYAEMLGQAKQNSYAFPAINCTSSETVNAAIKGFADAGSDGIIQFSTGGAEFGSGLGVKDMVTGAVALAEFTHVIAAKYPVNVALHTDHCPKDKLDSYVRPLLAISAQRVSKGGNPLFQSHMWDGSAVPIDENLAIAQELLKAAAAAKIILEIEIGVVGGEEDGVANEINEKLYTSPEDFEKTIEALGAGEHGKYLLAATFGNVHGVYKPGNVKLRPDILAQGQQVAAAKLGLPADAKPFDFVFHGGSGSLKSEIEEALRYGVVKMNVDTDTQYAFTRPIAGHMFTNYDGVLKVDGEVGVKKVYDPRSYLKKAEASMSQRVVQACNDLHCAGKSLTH
GDH-TPI counter: inhibits GDH-TPI coupling enzymes, artifact for Mtb FBA screen; AID 588335; GDH-TPI coupled enzyme counterscreen, NADH absorbance; inhibition, % at 4.8 µM; 1.2% of 360,000 active; in the data active = inhibition above about 30%;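 also: 0% = DMSO wells and 100% = wells lacking the enzyme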
* hit, by the source's call.

What do the screens show for `CCn1c(CCC(=O)Nc2ccccc2F)nnc1SCC(=O)Nc1ccc(OC)cc1`?
BioA inh: -2.2; MazF activator: -4; UGM FP inh: 1.8; PrPC TRFRET: 0; BoNT F protease: -7; Rv3671c inh: 0; FadD28 binding: 0.3; Mtb FBA inh: 0; GDH-TPI counter: 6

Results for Cc1ccccc1C(=O)N1CCN(c2ccc(NC(=O)CSc3ccc(Cl)cc3)cc2)CC1 ?
BioA inh: -1.2; MazF activator: -5; UGM FP inh: -0.6; PrPC TRFRET: 7; BoNT F protease: -4; Rv3671c inh: 15; FadD28 binding: -2.5; Mtb FBA inh: 0; GDH-TPI counter: 8

What do the screens show for `CCOC(=O)c1c(/N=C/c2ccccc2O)sc2c1CCC2`?
BioA inh: -1.8; MazF activator: 0; UGM FP inh: 2.9; PrPC TRFRET: 3; BoNT F protease: -1; Rv3671c inh: -1; FadD28 binding: -1.6; Mtb FBA inh: 1; GDH-TPI counter: 0

What do the screens show for `COc1ccccc1N1CCN(C(c2cc3cc(C)ccc3[nH]c2=O)c2nnnn2C2CCCC2)CC1` (stereo not given)?
BioA inh: -2.6; MazF activator: -3; UGM FP inh: -0.1; PrPC TRFRET: -2; BoNT F protease: 3; Rv3671c inh: -5; FadD28 binding: -3.3; Mtb FBA inh: -1; GDH-TPI counter: -1

Results for COC(=O)c1ccc(C2C(C(=O)c3cc4ccccc4o3)=C(O)C(=O)N2CCN2CCOCC2)cc1 (stereo not given) ?
BioA inh: -0.9; MazF activator: -3; UGM FP inh: -1.0; PrPC TRFRET: 8; BoNT F protease: 0; Rv3671c inh: 12; FadD28 binding: -2.5; Mtb FBA inh: 1; GDH-TPI counter: -4

Results for Cc1nnc(SCC(=O)n2c3c(c4ccccc42)CCCC3)s1 ?
BioA inh: -1.5; MazF activator: 6; UGM FP inh: -3.2; PrPC TRFRET: 2; BoNT F protease: 10; Rv3671c inh: -6; FadD28 binding: -0.4; Mtb FBA inh: -3; GDH-TPI counter: -2

How did C=CCNC(=O)CCCOc1ccc(C)cc1 do in these assays?
BioA inh: 1.6; MazF activator: 1; UGM FP inh: 0.6; PrPC TRFRET: -6; BoNT F protease: 7; Rv3671c inh: 2; FadD28 binding: -0.8; Mtb FBA inh: 0; GDH-TPI counter: 5

How did N#Cc1nc(-c2ccco2)oc1NCc1cccnc1 do in these assays?
MazF activator: -5; UGM FP inh: -0.1; PrPC TRFRET: -2; BoNT F protease: 23; Rv3671c inh: -2; FadD28 binding: 1.0; Mtb FBA inh: 23; GDH-TPI counter: 16

How did CN1CCN(c2ccc(-c3cccc(NC(=O)COc4ccccc4)c3)nn2)CC1 do in these assays?
BioA inh: 3.0; MazF activator: -1; UGM FP inh: 0.3; PrPC TRFRET: -2; BoNT F protease: 0; Rv3671c inh: 8; FadD28 binding: -1.6; Mtb FBA inh: 5; GDH-TPI counter: 12

Results for CCC(=O)Nc1cccc(-n2nnnc2SCC(=O)c2ccc(C)c(C)c2)c1 ?
MazF activator: -14; UGM FP inh: -1.4; PrPC TRFRET: 14; BoNT F protease: -6; Rv3671c inh: -35; FadD28 binding: 11*; Mtb FBA inh: -1; GDH-TPI counter: 0

What do the screens show for `Cc1cccc(CCNC(=O)COc2cc(=O)n(C)c3ccccc23)c1`?
MazF activator: 2; UGM FP inh: 1.7; PrPC TRFRET: -4; BoNT F protease: -17; Rv3671c inh: 4; FadD28 binding: -2.4; Mtb FBA inh: 4; GDH-TPI counter: -4

What do the screens show for `CCn1c(COc2ccc(=O)n(-c3ccccc3)n2)nnc1SCc1ccccc1`?
BioA inh: 3.1; MazF activator: -1; UGM FP inh: -1.7; PrPC TRFRET: 4; BoNT F protease: -5; Rv3671c inh: -2; FadD28 binding: -2.0; Mtb FBA inh: 0; GDH-TPI counter: 7

What do the screens show for `N#CC1=C(S)N(c2ccc(F)cc2)C2(CCCCC2)NC1=O`?
BioA inh: -3.2; MazF activator: -4; UGM FP inh: 2.5; PrPC TRFRET: -5; BoNT F protease: -7; Rv3671c inh: -6; FadD28 binding: -3.4; Mtb FBA inh: -1; GDH-TPI counter: -1

How did NS(=O)(=O)c1ccc(CCNC(=O)CCS(=O)(=O)c2ccc(Br)cc2)cc1 do in these assays?
BioA inh: -0.1; MazF activator: 4; UGM FP inh: -0.1; PrPC TRFRET: 6; BoNT F protease: 32; FadD28 binding: -4.6; Mtb FBA inh: 1; GDH-TPI counter: -9

What do the screens show for `Cc1[nH]c(=O)[nH]c(=O)c1S(=O)(=O)Nc1cccc([N+](=O)[O-])c1C`?
BioA inh: 0.3; MazF activator: 3; UGM FP inh: 0.5; PrPC TRFRET: 2; BoNT F protease: 8; FadD28 binding: -0.6; Mtb FBA inh: 2; GDH-TPI counter: 6

3 compounds from above, ordered by formula weight, rising:
How did C=CCNC(=O)CCCOc1ccc(C)cc1 do in these assays?
BioA inh: 1.6; MazF activator: 1; UGM FP inh: 0.6; PrPC TRFRET: -6; BoNT F protease: 7; Rv3671c inh: 2; FadD28 binding: -0.8; Mtb FBA inh: 0; GDH-TPI counter: 5

How did N#Cc1nc(-c2ccco2)oc1NCc1cccnc1 do in these assays?
MazF activator: -5; UGM FP inh: -0.1; PrPC TRFRET: -2; BoNT F protease: 23; Rv3671c inh: -2; FadD28 binding: 1.0; Mtb FBA inh: 23; GDH-TPI counter: 16

What do the screens show for `Cc1[nH]c(=O)[nH]c(=O)c1S(=O)(=O)Nc1cccc([N+](=O)[O-])c1C`?
BioA inh: 0.3; MazF activator: 3; UGM FP inh: 0.5; PrPC TRFRET: 2; BoNT F protease: 8; FadD28 binding: -0.6; Mtb FBA inh: 2; GDH-TPI counter: 6

More structures follow.
Results for COCCNc1nc(Nc2ccc(Cl)cc2F)c2sccc2n1 ?
BioA inh: 0.1; PrPC TRFRET: 4; BoNT F protease: -3; FadD28 binding: -3.5; Mtb FBA inh: 1; GDH-TPI counter: 6

What do the screens show for `Cc1ccc(C(=O)NNC(=O)/C=C\C(=O)O)cc1`?
MazF activator: 11; UGM FP inh: 1.0; PrPC TRFRET: 1; BoNT F protease: 1; Rv3671c inh: 8; FadD28 binding: -1.6; Mtb FBA inh: 10; GDH-TPI counter: -15

Results for O=C(CCC1CCCN(C(=O)C2=CCCC2)C1)N1CCN(c2ccccn2)CC1 (stereo not given) ?
MazF activator: 9; UGM FP inh: -2.6; PrPC TRFRET: -2; BoNT F protease: 2; Rv3671c inh: -2; FadD28 binding: 0.5; Mtb FBA inh: 41*; GDH-TPI counter: 5

What do the screens show for `CN(C)S(=O)(=O)c1cccc(NC(=O)c2cc3ccccc3o2)c1`?
BioA inh: 4.6; MazF activator: -1; UGM FP inh: 0.3; PrPC TRFRET: -1; BoNT F protease: -7; Rv3671c inh: -23; FadD28 binding: -1.5; Mtb FBA inh: 1; GDH-TPI counter: 2

What do the screens show for `CC1CC(CCC(=O)NC(=S)Nc2ccc(Cl)cn2)C(=O)O1` (stereo not given)?
MazF activator: 4; UGM FP inh: -0.6; PrPC TRFRET: 1; BoNT F protease: -4; Rv3671c inh: -7; FadD28 binding: -1.6; Mtb FBA inh: -3; GDH-TPI counter: 3

Results for CN(CC(=O)Nc1ccc(Cl)c(Cl)c1)C(=O)CNC(=O)C1CCCCC1 ?
BioA inh: 0.7; MazF activator: -2; UGM FP inh: 0.7; PrPC TRFRET: -1; BoNT F protease: -8; Rv3671c inh: -3; FadD28 binding: -1.7; Mtb FBA inh: -1; GDH-TPI counter: 1

Results for CCC(Cc1ccccc1)NC(=O)Cn1cccc1C(=O)c1ccccc1 (stereo not given) ?
BioA inh: -5.3; MazF activator: -4; UGM FP inh: 0.8; PrPC TRFRET: 5; BoNT F protease: 9; Rv3671c inh: 1; FadD28 binding: 0.2; Mtb FBA inh: 4; GDH-TPI counter: 0

How did CC1CCN(CCCCOc2ccc(Cl)cc2)CC1 do in these assays?
BioA inh: -0.9; MazF activator: 4; UGM FP inh: 0.1; BoNT F protease: 12; Rv3671c inh: -6; FadD28 binding: -2.9; Mtb FBA inh: 0; GDH-TPI counter: -4

What do the screens show for `O=S(=O)(NC1=NCCCCC1)c1ccc2sc(NS(=O)(=O)c3ccc4ccccc4c3)nc2c1`?
BioA inh: -0.5; MazF activator: 1; UGM FP inh: 2.5; PrPC TRFRET: -9; BoNT F protease: 2; Rv3671c inh: -23; FadD28 binding: -0.9; Mtb FBA inh: 2; GDH-TPI counter: -1

Results for COc1cc2[nH]c(=S)n(NC(=O)CC(C)C)c(=O)c2cc1OC ?
BioA inh: -1.7; MazF activator: -4; UGM FP inh: 0.9; PrPC TRFRET: -4; BoNT F protease: -3; Rv3671c inh: -11; FadD28 binding: -0.7; Mtb FBA inh: 0; GDH-TPI counter: 13

What do the screens show for `COc1ccc(NCc2nnc(SCC(=O)Nc3ccc(OC)cc3OC)o2)cc1`?
MazF activator: 10; UGM FP inh: -1.2; PrPC TRFRET: -5; BoNT F protease: -15; Rv3671c inh: 5; FadD28 binding: 0.8; Mtb FBA inh: 2; GDH-TPI counter: 7

Results for COc1ccc(CN2CC(C(=O)NCCCN3CCCCCC3)CC2=O)cc1 (stereo not given) ?
BioA inh: 0.7; MazF activator: 0; UGM FP inh: -0.8; PrPC TRFRET: -6; BoNT F protease: 4; Rv3671c inh: 1; FadD28 binding: 0.2; Mtb FBA inh: 4; GDH-TPI counter: -6

What do the screens show for `CC(=O)Nc1ccc(NC(=O)CN2C(=O)NC3(CCCCCCC3)C2=O)cc1`?
BioA inh: -0.6; MazF activator: 9; UGM FP inh: -3.2; PrPC TRFRET: 2; BoNT F protease: -1; Rv3671c inh: 3; FadD28 binding: -2.1; Mtb FBA inh: -3; GDH-TPI counter: 9

How did COc1ccc(CCNC(=O)c2c(O)c3cccc4c3n(c2=O)CC4)cc1OC do in these assays?
BioA inh: -1.0; MazF activator: 4; UGM FP inh: 3.0; PrPC TRFRET: 2; BoNT F protease: -1; Rv3671c inh: 5; FadD28 binding: -4.5; Mtb FBA inh: 5; GDH-TPI counter: 3

What do the screens show for `CCCc1cc(=O)oc2cc(C)cc(OCC(=O)NCCCN3CCCC3=O)c12`?
BioA inh: 5.0; MazF activator: 7; UGM FP inh: 0.9; PrPC TRFRET: -1; BoNT F protease: 3; Rv3671c inh: -1; FadD28 binding: -4.3; Mtb FBA inh: 66*; GDH-TPI counter: 0

How did Nc1ccc2c(c1)Cc1cc([N+](=O)[O-])ccc1-2 do in these assays?
MazF activator: 11; UGM FP inh: -2.0; PrPC TRFRET: -30; BoNT F protease: 4; Rv3671c inh: 5; FadD28 binding: -0.7; Mtb FBA inh: -10; GDH-TPI counter: 9

How did CC1CCN(C(=O)CSc2nc3ccccc3c(=O)n2Cc2ccc3c(c2)OCO3)CC1 do in these assays?
BioA inh: 0.0; MazF activator: 3; UGM FP inh: 0.3; PrPC TRFRET: 1; BoNT F protease: 2; Rv3671c inh: -14; FadD28 binding: -4.3; Mtb FBA inh: -3; GDH-TPI counter: 17

What do the screens show for `CC(C)c1ccc(OCC(=O)Nc2ccc(S(=O)(=O)Nc3ccccn3)cc2)cc1`?
BioA inh: -0.9; MazF activator: 2; UGM FP inh: 2.9; PrPC TRFRET: 1; BoNT F protease: 8; Rv3671c inh: -23; FadD28 binding: -1.0; Mtb FBA inh: -2; GDH-TPI counter: 7

Results for O=C(Cc1ccc(Cl)cc1)NCC(=O)N1CCN(c2ccccc2)CC1 ?
BioA inh: -0.4; MazF activator: 9; UGM FP inh: 3.0; PrPC TRFRET: 0; BoNT F protease: -3; Rv3671c inh: -11; FadD28 binding: -1.6; Mtb FBA inh: 0; GDH-TPI counter: 2

What do the screens show for `COc1cc(OC)cc(C(=O)N[C@H](C(=O)OCC(=O)Nc2cccc(F)c2)C(C)C)c1`?
MazF activator: 10; UGM FP inh: -0.8; PrPC TRFRET: 7; BoNT F protease: -11; Rv3671c inh: -14; FadD28 binding: -3.8; Mtb FBA inh: -2; GDH-TPI counter: 3

What do the screens show for `COc1cc(/C=C/C(=O)OCC(=O)NC(=O)NC(C)(C)C)ccc1O`?
BioA inh: -1.1; MazF activator: 5; UGM FP inh: 1.7; PrPC TRFRET: 2; BoNT F protease: 5; Rv3671c inh: 4; FadD28 binding: 0.2; Mtb FBA inh: 3; GDH-TPI counter: 16

What do the screens show for `NC(=O)C1CCN(C(=O)CCC(=O)c2ccc(F)cc2)CC1`?
BioA inh: -0.9; MazF activator: 0; UGM FP inh: -1.6; PrPC TRFRET: -4; BoNT F protease: 18; Rv3671c inh: 1; FadD28 binding: -1.1; Mtb FBA inh: 53*; GDH-TPI counter: -3

How did Cc1cc(NC(=O)COC(=O)c2ccc(F)c(S(=O)(=O)N3CCOCC3)c2)no1 do in these assays?
BioA inh: -0.1; MazF activator: 0; UGM FP inh: 0.1; PrPC TRFRET: 5; BoNT F protease: -14; Rv3671c inh: -4; FadD28 binding: -3.5; Mtb FBA inh: -2; GDH-TPI counter: 3
